# Screens: PubChem, several laboratories
# PLAP inhibition = PLAP enzyme inhibitors, biochemical, luminescence, HTS (AID 690); purified PLAP, luminescent substrate; higher % means a stronger effect; one-dose inhibition, % at 20 µM; IC50 in µM for titrated hits; 0.08% of 96,000 active; in the data active = a potency from the dose series; inactive = the rest, 99 in 100 with inhibition below about 30%; note: strong numbers were not always called active
# Bcl-B displacement = displacers of TR3 peptide from Bcl-B, primary screen, selectivity assay for Bfl-1 inhibitor project, biochemical, fluorescence polarization | 0.11% of 96,000 active | displacement, % at 20 µM, or IC50 in µM where a hit was titrated | FP displacement of FITC-TR3 peptide from Bcl-B; higher % means a stronger effect;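 active = displacement above 50% at 20 µM plus a fluorescence interference ratio under 1.5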;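 note: plate controls were wells without compound for no effect and wells lacking Bcl-B protein for full effect; a part of the inactive calls stands beside numbers as strong as those of hits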
# NFkB transloc inh = blocks IL-1B driven NFkB nuclear translocation in HUVEC cells; inhibition, % at 2 µM; AID 796; HUVEC IL-1B NFkB p65 nuclear translocation imaging; 0.43% of 94,000 active;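 active = inhibition above about 30% together with a positive call from visual inspection of the well image, limit read from the data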;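 note: nuclear over cytoplasmic p65 intensity ratio measured by imaging; 0% = IL-1B stimulated DMSO wells and 100% = unstimulated DMSO wells; values of inactives mirror those of a sister screen read the other way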
# MRP reversal = MRP-mediated drug resistance reversal; H69AR cells + 2 uM doxorubicin, CellTiter-Glo, 72 h; differential viability (reversal), % at 10 µM; 0.04% of 85,000 active; AID 602;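 active = viability drop by adding the cancer drug above about 55%, with treated viability meeting a 40% cutoff, limit read from the data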;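 note: viability without doxorubicin minus viability with 2 µM doxorubicin for each compound; larger differential means the compound sensitizes cells more to doxorubicin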
# NFkB transloc pot = enhances IL-1B driven NFkB nuclear translocation | activation, % at 2 µM | HUVEC IL-1B NFkB p65 nuclear translocation imaging | 0.3% of 94,000 active | AID 819;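 active = activation above 40%, about the mean plus 3 SD, also judged a hit on visual image review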;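 note: percent activation is computed from the nuclear over cytoplasmic p65 intensity ratio; values of inactives mirror those of a sister screen read the other way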
# MRP reversal cytotoxicity = recorded beside MRP reversal, whose call it bears; viability, %; H69AR cells, CellTiter-Glo, 72 h; measured here: cytotoxicity without doxorubicin
# MRP reversal with doxorubicin = recorded beside MRP reversal, whose call it bears; viability, %; measured here: viability with 2 uM doxorubicin; hits give low values
# NFkB transloc inh cell count 2 µM = also measured in NFkB transloc inh; calls as there; cell count; measured here: cells passing quality filter;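 raw number of nuclei counted in each imaged well without normalization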
# NFkB transloc pot cell count 2 µM = recorded beside NFkB transloc pot, whose call it bears; cell count; measured here: cells passing quality filter
# Starred values were filed as active, the others as inactive; nt = not tested or not shown. The list is partial; rates above refer to the full screens.
# Each structure is followed by: NFkB transloc pot	NFkB transloc pot cell count 2 µM	Bcl-B displacement	PLAP inhibition	MRP reversal with doxorubicin	NFkB transloc inh cell count 2 µM	MRP reversal	NFkB transloc inh	MRP reversal cytotoxicity
> Cc1nc2ccc(S(=O)(=O)N(C)CC(=O)N3CCc4ccccc4C3)cc2s1
    12.9	106	0.0%	2.0%	89.5	106	-11.9	-12.9	77.6
> Cc1onc(-c2ccccc2)c1C(N)=O
    24.4	187	-8.0%	13.8%	nt	187	nt	-24.4	nt
> O=C(CCC(=O)N1CCN(S(=O)(=O)c2ccc(Cl)cc2)CC1)NC1CCCc2ccccc21 (stereo not drawn)
    4.6	170	-7.5%	-23.6%	87.1	170	-1.5	-4.6	85.6
> Cc1nn(-c2ccccc2)cc1/C=N/O
    11.9	132	-6.1%	16.9%	94.2	132	8.3	-11.9	102.6
> CC(C)=CC(=O)N1CCCc2ccccc21
    2.9	143	-8.7%	-3.5%	90.3	143	5.9	-2.9	96.2
> CN1CCN(S(=O)(=O)c2ccc(NC(=O)C3CCCO3)cc2)CC1 (stereo not drawn)
    -16.7	100	23.6%	-30.3%	110.4	100	-2.3	16.7	108.1
> O=C(OCCO)c1cc(Cl)c(C(=O)OCCO)cc1Cl
    nt	nt	-1.6%	-5.3%	98.6	nt	2.5	nt	101.0
> O=C(NCc1ccco1)c1ccccc1NC(=O)C1CC(=O)N(c2ccc(Cl)cc2)C1 (stereo not drawn)
    8.9	140	-6.2%	3.3%	96.2	140	-7.8	-8.9	88.4
> Cc1ccc(-c2cc(C(=O)N/N=C/c3ccco3)[nH]n2)cc1
    2.2	161	3.2%	-121.2%	92.5	161	8.4	-2.2	100.9
> Cn1c(C(=O)N2CCCC(C(=O)NCCN3CCOCC3)C2)cc2sccc21 (stereo not drawn)
    -1.8	203	11.5%	-21.9%	93.4	203	4.0	1.8	97.4
> CN(C)CCC(=O)c1ccc(Cl)cc1
    -5.7	110	3.9%	-2.4%	64.9	110	-46.1	5.7	18.8
> CC(C)N(CCn1c(=S)[nH]c2ccccc2c1=O)C(C)C
    11.7	133	22.3%	1.2%	nt	133	nt	-11.7	nt
> COc1c(F)c(F)c(C(=O)Nc2ccc(N3CCN(C(C)=O)CC3)c(Cl)c2)c(F)c1F
    -8.1	162	-21.5%	-32.9%	70.1	162	-26.1	8.1	44.0
> C=C(C)c1cccc(C(C)(C)NC(=O)N2CCN(c3ncccn3)CC2)c1
    -0.8	95	nt	nt	nt	95	nt	0.8	nt
> O=C1C2C(c3ccccc3)C=CC(c3ccccc3)C2C(=O)N1CCCO (stereo not drawn)
    11.1	167	11.4%	-67.6%	68.4	167	-9.6	-11.1	58.7
> N#CC1=C(N)Oc2c(oc(CO)cc2=O)C1c1ccsc1 (stereo not drawn)
    -19.4	139	21.2%	-1.2%	76.1	139	11.9	19.4	88.1
> O=C1c2cccnc2C(Nc2ccc(S(=O)(=O)N3CCCCCC3)cc2)N1Cc1ccccc1 (stereo not drawn)
    nt	nt	-5.2%	-39.8%	59.0	nt	8.6	nt	67.6
> Cc1cc(CNC(=O)c2cc(Br)ccc2Cl)nn1C
    6.6	171	-2.4%	9.2%	88.2	171	-4.4	-6.6	83.8
> O=C(Cn1c(C(=O)N2CCc3ccccc3C2)cc2sccc21)c1ccccc1
    -14.9	60	-36.6%	-7.8%	66.2	60	28.0	14.9	94.2
> Cc1nnc(NC2CCCCC2)[nH]c1=O
    17.3	98	-6.9%	15.7%	83.4	98	7.2	-17.3	90.6

# Each structure is followed by: NFkB transloc pot	NFkB transloc pot cell count 2 µM	Bcl-B displacement	PLAP inhibition	MRP reversal with doxorubicin	NFkB transloc inh cell count 2 µM	MRP reversal	NFkB transloc inh	MRP reversal cytotoxicity
> O=C(c1cn(-c2ccccc2)nc1-c1ccc(Cl)s1)N1CCOCC1
    -4.7	137	0.7%	-27.7%	77.5	137	-18.0	4.7	59.5
> CCOC(=O)C1CCCCN1Cc1cccc(OC)c1OC (stereo not drawn)
    nt	nt	7.7%	9.6%	86.0	nt	9.0	nt	95.0
> Cc1cc(NCCN2CCOCC2)n2nc(C)c(-c3ccc(Cl)cc3)c2n1
    8.5	123	-0.1%	-77.2%	14.9	123	-2.9	-8.5	12.0
> Cc1ccc(CSc2nnc(Nc3ccc(C)cc3)s2)cc1
    22.0	177	76.2%	8.1%	90.9	177	5.6	-22.0	96.5
> COc1ccc(Oc2nc(SC)nc3ccsc23)cc1
    -2.9	129	1.8%	-21.4%	nt	129	nt	2.9	nt
> CCOc1nc(OCC)nc(-n2cc(-c3ccccc3)nn2)n1
    -7.6	114	-1.8%	-6.3%	88.6	114	5.7	7.7	94.3
> O=C(Nc1ccc2c(c1)OCCO2)C1CCCN(S(=O)(=O)c2cccs2)C1 (stereo not drawn)
    9.8	174	-1.3%	10.6%	95.5	174	-15.2	-9.8	80.4
> Cc1nnc(NC(=O)c2ccc(S(=O)(=O)N3CCCCCC3)cc2)o1
    7.6	148	-11.1%	-29.1%	76.6	148	-17.2	-7.6	59.4
> COc1ccc(N2C(=O)CCC(C(=O)N3CCCCC3)C2c2ccc(OC)c(OC)c2)cc1 (stereo not drawn)
    -6.0	167	0.6%	-46.0%	98.0	167	-7.6	6.0	90.4
> COc1ccc(C2=NN(CN3C(=O)C(=O)c4ccccc43)C(c3ccc(Br)cc3)C2)cc1 (stereo not drawn)
    -9.3	130	-3.2%	-11.3%	66.2	130	-0.7	9.3	65.4
> COCCn1nnnc1C(c1ccccn1)N1CCN(c2cc(Cl)ccc2C)CC1 (stereo not drawn)
    30.1	68	3.1%	-55.4%	79.5	68	8.0	-30.1	87.5
> COc1ccccc1S(=O)(=O)Cc1ccc(C(=O)NC2CCCCC2)o1
    0.6	182	-12.4%	1.3%	80.1	182	2.4	-0.6	82.5
> COc1ccc(Cc2noc(COc3ccc(Cl)cc3)n2)cc1
    -1.4	131	4.9%	25.7%	107.2	131	-14.8	1.4	92.4
> Cc1ccc2c(c1)N(CCC(=O)NCc1ccccn1)C(=O)CO2
    23.1	136	-1.5%	-29.0%	88.0	136	9.2	-23.1	97.2
> N#Cc1c2c(c(NCCCN3CCOCC3)n3c1nc1ccccc13)CCC2
    -0.5	80	10.2%	-37.4%	87.0	80	5.3	0.5	92.3
> Cc1ccccc1OCC(=O)OCC(=O)c1ccc(OC(=O)c2ccccc2)cc1
    7.8	82	9.0%	5.2%	nt	82	nt	-7.8	nt
> CC1(C)CC(=O)C=C(NCc2ccco2)C1
    -1.4	115	-0.8%	7.0%	93.1	115	9.7	1.4	102.8
> Cc1ccc(C(C)NC(=O)c2ccco2)cc1C (stereo not drawn)
    nt	nt	-13.0%	3.3%	80.9	nt	9.3	nt	90.2
> Cc1ccc(NC(C)c2cc(Cl)ccc2O)cc1 (stereo not drawn)
    -8.2	119	2.1%	-25.0%	81.2	119	-6.2	8.3	75.0
> COc1cccc(C2C(C(N)=O)=C(C)Nc3nc(-c4cccc(Cl)c4)nn32)c1 (stereo not drawn)
    5.8	100	0.0%	4.1%	77.5	100	12.2	-5.8	89.8

# Each structure is followed by: NFkB transloc pot	NFkB transloc pot cell count 2 µM	Bcl-B displacement	PLAP inhibition	MRP reversal with doxorubicin	NFkB transloc inh cell count 2 µM	MRP reversal	NFkB transloc inh	MRP reversal cytotoxicity
> COCCCn1c(C2CCCCC2)nc2oc3cc(OC)ccc3c(=O)c2c1=O
    5.4	83	-28.5%	-64.1%	77.1	83	2.8	-5.4	80.0
> CC1COC(c2cccn2Cc2ccccc2Cl)=N1 (stereo not drawn)
    15.2	105	8.1%	-2.8%	75.3	105	6.6	-15.2	81.9
> NC(=O)c1nsc(C(=O)N(CCc2ccccc2)C(C(=O)NC2CCCC2)c2ccco2)c1N (stereo not drawn)
    0.1	186	5.6%	-6.3%	82.3	186	6.8	-0.1	89.1
> Cc1nc2ccc(NC(=O)c3cccc(C(F)(F)F)c3)cc2o1
    2.5	162	9.8%	22.2%	nt	162	nt	-2.5	nt
> CC(C)C(=O)NC(c1ccccc1Cl)c1c(O)ccc2ccccc12 (stereo not drawn)
    -4.6	98	7.4%	1.5%	nt	98	nt	4.6	nt
> Cc1ccc(C(=O)N/C(=C\c2cn(-c3ccccc3)nc2-c2ccccc2)C(=O)N2CCOCC2)cc1
    1.8	146	3.2%	1.5%	nt	158	nt	-7.4	nt
> Fc1cccc2sc(Nc3nnc(-c4ccco4)o3)nc12
    -4.9	136	-2.9%	-52.9%	54.1	136	-17.2	4.9	36.9
> O=C(Nc1ccccc1)N1CCCC(c2nc(-c3ccc(F)cc3)no2)C1 (stereo not drawn)
    0.4	155	-10.2%	10.2%	91.6	155	-12.6	-0.4	79.0
> CC(C)(C)n1nc2c(c1NC(=O)Cc1ccc(F)cc1)CSC2
    -7.1	183	-24.8%	-45.6%	88.2	183	16.8	7.1	105.0
> O=C(CCCCCn1c(=O)[nH]c2ccsc2c1=O)NCc1cccs1
    nt	nt	-13.3%	17.5%	99.8	nt	0.9	nt	100.7
> CCc1nc(SCC(=O)N2CCC(Cc3ccccc3)CC2)c2c(=O)n(C)c(=O)n(C)c2n1
    -19.5	188	-1.2%	-21.6%	nt	188	nt	19.5	nt
> CCN(CC)C(=O)Nc1ccccc1C
    5.2	161	6.8%	22.7%	97.5	161	-5.5	-5.2	92.0
> Cc1c(C(=O)NCc2cccs2)oc2ccccc12
    9.1	110	1.2%	8.5%	92.6	110	1.0	-9.1	93.6
> CCOc1ccccc1COC(=O)c1cccc(-n2cnnn2)c1
    9.6	106	2.0%	34.0%	89.1	106	14.8	-9.6	103.9
> O=C(COc1ccccc1)NCC(c1cccs1)N1CCOCC1 (stereo not drawn)
    -9.0	166	nt	nt	86.4	166	5.7	9.0	92.1
> O=C(CSc1nnc(CNc2ccc(F)cc2)n1Cc1ccco1)N1CCOCC1
    10.3	155	-7.1%	-6.3%	95.1	155	11.4	-10.3	106.5
> CCCCCn1c(SCCN2CCOCC2)nc2c1c(=O)[nH]c(=O)n2C
    -5.3	126	3.4%	-14.1%	88.9	126	-4.4	5.3	84.5
> CC(C)OC(=O)CCc1nc2ccccc2[nH]c1=O
    -10.3	150	-1.9%	11.5%	99.0	150	2.1	10.3	101.1
